# NPY-Y1 antag: blocks the human neuropeptide Y Y1 receptor | P25929 | HEK293-CNG Y1 cells, membrane potential fluorescence; NPY at EC95, then isoproterenol | inhibition, % at 3.6 µM | 200,000 compounds, 1% hits | AID 1040;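 active = inhibition above the campaign mean inhibition of all tested compounds plus 3 SD, cut at about 20% in these data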;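 note: 0% = DMSO wells given NPY plus isoproterenol and 100% = isoproterenol alone without NPY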
#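 Material: HEK293 Y1/CNG channel cell line | Also added: NPY (25 nM), isoproterenol (1 µM), Ro 20-1724 (25 µM) | Compound: One concentration, 3.6 µM, in 0.4% DMSO | Schedule: 3 h dye uptake, 1 h room-temperature compound, 45 min post-isoproterenol | Signal: Membrane-potential fluorescent dye readout | Read-out: % inhibition of NPY effect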
# Runt-CBFb FRET: blocks binding of human RUNX1 Runt domain to CBFb | Cerulean-Runt/Venus-CBFb FRET ratio 530/480, 1 h | inhibition, % at 20 µM | 220,000 compounds, 0.46% hits | AID 1496;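 active = inhibition over about 50% at 20 µM in the single-dose screen, limit read from the data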;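 note: 0% = DMSO wells and 100% = excess unlabeled CBFb competitor control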
# Target sequence (Q01196 whole entry, looked up, the tested form may be a part): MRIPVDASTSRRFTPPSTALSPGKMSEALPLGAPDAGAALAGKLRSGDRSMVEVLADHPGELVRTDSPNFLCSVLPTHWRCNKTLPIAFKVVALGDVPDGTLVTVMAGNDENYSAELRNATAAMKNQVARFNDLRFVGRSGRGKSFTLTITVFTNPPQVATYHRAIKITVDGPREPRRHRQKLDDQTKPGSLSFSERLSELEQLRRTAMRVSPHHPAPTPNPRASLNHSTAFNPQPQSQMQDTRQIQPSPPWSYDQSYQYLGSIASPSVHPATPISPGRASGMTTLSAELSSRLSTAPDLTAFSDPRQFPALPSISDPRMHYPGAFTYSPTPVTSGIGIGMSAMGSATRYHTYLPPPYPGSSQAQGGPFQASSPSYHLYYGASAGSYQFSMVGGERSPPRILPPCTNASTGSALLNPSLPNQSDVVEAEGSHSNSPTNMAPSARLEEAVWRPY
# Target sequence (Q13951 whole entry, looked up, the tested form may be a part): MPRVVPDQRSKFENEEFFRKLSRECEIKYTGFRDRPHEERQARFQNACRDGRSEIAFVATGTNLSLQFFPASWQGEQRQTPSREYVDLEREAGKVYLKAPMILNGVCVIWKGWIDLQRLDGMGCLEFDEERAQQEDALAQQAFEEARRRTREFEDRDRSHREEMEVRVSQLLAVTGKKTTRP
#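 Schedule: protein complex preformed 1 h, compound exposure 1 h, room temperature, dark; test system: Cerulean-labeled Runt domain protein; amount: 100 nM per protein; buffer or medium: Tris 50 mM pH 7.5, KCl, K2SO4, 0.01% BSA; read-out: loss of energy transfer signal; detection: FRET fluorescence; controls: 5 µM unlabeled CBFb as full-inhibition high control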
# NPY-Y2 PAM-ag: potentiators or agonists of human neuropeptide Y receptor Y2 | P49146 | cells expressing NPY-Y2, potentiator/agonist read-out | activation, % at 3.6 µM | 220,000 compounds, 0.45% hits | AID 1359; in the data active = activation above about 27%;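 note: cells stimulated with NPY near EC25 plus isoproterenol at EC100; 0% = vehicle plus submaximal agonist and 100% = vehicle plus saturating agonist; some results beyond the cut were filed as inactive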
# RBBP9 inhibitor: blocks human serine hydrolase RBBP9; inhibition, % at 7.94 µM; 220,000 compounds, 0.2% hits; recombinant RBBP9, FP-Rh probe fluorescence polarization;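 active = inhibition above the campaign mean of all tested compounds plus 3 SD, cut at about 14% in these data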;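 note: plate controls were DMSO wells with RBBP9 for no effect and wells lacking RBBP9 protein for full effect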
# Target sequence (O75884 whole entry, looked up): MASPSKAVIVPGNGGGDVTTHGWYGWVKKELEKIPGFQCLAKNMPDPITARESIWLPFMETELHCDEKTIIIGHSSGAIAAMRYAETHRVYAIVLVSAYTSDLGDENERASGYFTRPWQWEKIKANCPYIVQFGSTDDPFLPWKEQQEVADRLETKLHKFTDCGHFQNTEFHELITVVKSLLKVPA
#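 Assay system: recombinant human RBBP9; Reagent: Serine-hydrolase probe FP-Rh, 375 nM pre-mixing; Doses: 7.94 µM single dose, 0.794% DMSO; Incubation: 30 min then 45 min, 25 °C; Detection: fluorescence polarization (mP), excitation 525 nm, emission 598 nm; Evaluation: percent inhibition from mP, scaled between DMSO and no-protein wells.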
# S1P4 antagonist: antagonists of human S1P4 receptor; O95977; S1P4-expressing cells, antagonist mode, reporter read-out; inhibition, % at 4.98 µM; 220,000 compounds, 0.26% hits; AID 1510; in the data active = inhibition above about 29%;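 note: 0% = wells stimulated with agonist and 100% = vehicle wells without agonist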
# BaF3 parental: reduces parental Ba/F3 cell viability, JAK2V617F counter-screen; CellTiter-Glo ATP luminescence; inhibition, % at 5.6 µM; 220,000 compounds, 1.1% hits; AID 1486;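 active = inhibition above a per-campaign cutoff, the mean inhibition of all tested compounds plus 3 SD, cut at about 27% in these data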;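 note: 0% = DMSO wells and 100% = JAK Inhibitor I control wells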
# NPY-Y1 PAM-ag: potentiates or activates human NPY-Y1 receptor; P25929; NPY-Y1 expressing cells, potentiator/agonist activation; activation, % at 3.6 µM; 220,000 compounds, 0.37% hits; in the data active = activation above about 33%, passing the limit was not always enough;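 note: cells stimulated with NPY at EC10 then isoproterenol at EC100; 0% = low agonist plus stimulus and 100% = saturating agonist plus stimulus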
# S1P4 ag: human S1P4 receptor agonism | 220,000 compounds, 0.35% hits | activation, % at 4.98 µM | O95977 | AID 1509 | S1P4-expressing cell line, agonist reporter assay; in the data active = activation above about 11%;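 note: 0% = DMSO vehicle and 100% = reference agonist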
# Ba/F3 V617F tox: reduce viability of Ba/F3 cells dependent on JAK2V617F; Ba/F3 EpoR-JAK2V617F viability, ATP luminescence; 220,000 compounds, 1.1% hits; inhibition, % at 5.6 µM;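 active = inhibition above the campaign mean plus 3 SD over all tested compounds, cut at about 24% in these data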;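 note: cytokine-independent growth of Ba/F3 cells driven by EpoR plus mutant JAK2; 0% = DMSO-treated cells and 100% = JAK inhibitor I control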
# Starred values were filed as active, the others as inactive; x = not tested or not shown.
SMILES,NPY-Y1 antag,Runt-CBFb FRET,NPY-Y2 PAM-ag,RBBP9 inhibitor,S1P4 antagonist,BaF3 parental,NPY-Y1 PAM-ag,S1P4 ag,Ba/F3 V617F tox
Cc1ccc(S(=O)(=O)N[C@@H](C)C(=O)N2CCC(C(=O)N3CCC[C@H]3C(=O)O)CC2)cc1,3,1,-9,0,-5,9,0,-3.4,-2
CC(=O)Nc1cc(C(=O)NCCN2CCN(Cc3ccccc3)CC2)ccc1Sc1ccc(C)cc1,7,-4,-42,-1,7,6,-35,-1.0,3
S=C(NCc1ccncc1)NC1CCCC1,-4,1,14,-2,0,1,6,0.2,-3
CC(C)c1cc(-c2n[nH]c(=S)n2Cc2ccccc2)cs1,-2,0,-5,5,-13,2,11,0.7,-2
COc1cc(OC)c(S(=O)(=O)Nc2ccccc2N2CCOCC2)cc1NC(C)=O,2,-1,1,-6,-2,5,-10,2.3,4
C[C@@]12CC(=O)NC1N(C(=O)c1ccccc1)C(c1ccccc1OC(=O)c1ccccc1)C2 (some centres not stated),-3,1,6,-7,-8,2,-5,-0.6,-2
CC(NC(=O)COC(=O)c1ccc(N(C)C)cc1)c1ccccc1 (configuration not stated),16,0,4,-5,14,5,-5,1.9,0
S=C(NCCc1ccc(Cl)cc1)NCc1ccco1,-4,7,15,0,7,4,23,-0.6,-2
COC(=O)c1cc(NC2c3ccccc3C(=O)N2CCN2CCOCC2)cc(C(=O)OC)c1 (configuration not stated),3,0,-15,-4,-1,2,-5,-1.5,-1
COC(=O)c1ccsc1NC(=O)CN1CCN(Cc2ccc3c(c2)OCO3)CC1,8,-1,-17,-10,-14,-2,-3,1.7,-3
CCn1c(CSc2nc3ccccc3[nH]2)n[nH]c1=S,0,5,-11,1,-13,1,-30,-0.5,0
O=C(Oc1ccc(-c2csnn2)cc1)C1CC1,x,1,4,-1,0,-1,-6,-2.9,-5
COc1ccc(OC)c(N(CC(=O)Nc2cccnc2)S(=O)(=O)c2ccc(OC)c(OC)c2)c1,4,-1,-8,-5,8,5,-9,-0.9,-1
C=CCc1ccc(OCC(O)CN2CCN(Cc3ccccc3)CC2)c(OC)c1 (configuration not stated),7,-1,-8,9,-2,10,-14,-1.0,0
Cc1nn(-c2ccc(F)cc2)c2sc(C(=O)OC3CCOC3=O)cc12 (configuration not stated),4,-7,-6,-5,-9,2,-28,1.0,0
COc1cccc(CC2(CO)CCCN(Cc3cn[nH]c3C3CCCCC3)C2)c1 (configuration not stated),1,2,8,-17,-6,0,-2,-0.1,-1
Cc1cc(NC(=O)c2ccc([N+](=O)[O-])cc2Cl)ccc1NC(=O)c1ccco1,4,-3,13,-7,-29,2,3,0.6,-1
O=C(COc1ccc2ccccc2c1Br)Nc1ncn[nH]1,3,-1,7,-15,-1,1,-10,1.1,1
Cc1ccc(SCC(=O)O/N=C(\N)c2ccc([N+](=O)[O-])cc2)cc1,13,1,-10,-1,-6,5,-1,-0.4,2
O=C(O)CCCC(=O)NCc1c(Cl)cccc1Sc1ccc(Cl)cc1,x,3,-5,6,5,0,-9,-0.6,1
O=C(NNC(=S)NC1CCCCC1)c1cccs1,2,2,-2,-4,-13,13,-9,0.1,8
COc1ccc(CSc2nc3ccccc3c(=O)n2CCCN2CCOCC2)cc1F,28*,-4,-22,-4,10,0,-35,1.3,4
COc1ccc(-c2n[nH]c(C)c2-c2cnn(-c3ccccc3)c2)c(O)c1,1,-2,-10,-5,-12,6,-30,2.0,1
COc1cc(C2C(=O)N(C3CCCC3)CC(=O)N2Cc2ccco2)ccc1OC(C)C (configuration not stated),-5,0,5,-11,6,3,0,-0.3,-2
C/C(=N/N=C1/NC(=O)CC(C(=O)O)S1)c1ccccc1 (configuration not stated),0,2,15,6,2,5,-11,1.1,0
C=CCNC(=O)COc1cc(C)ccc1C,2,0,-1,-3,-38,-4,7,1.6,-4
Cc1ccc(NCC(=O)NNC2=NCCC2)c(C)c1,-1,-3,12,-7,-3,0,-21,-0.9,2
CC(C)Cc1ccc(/C(=N/O)C(=O)O)s1,-2,0,7,7,-13,2,9,0.7,-2
COC(=O)c1ccc2nc(NC(=O)COC(=O)CSc3nc(C)cc(C)n3)sc2c1,9,1,10,-2,-29,4,5,2.0,2
C=CCOC(=O)C1=C(C)N=C2SCCC(=O)N2C1/C=C/c1ccccc1OC (configuration not stated),3,-3,0,-7,-23,3,-3,1.2,3
O=C(Nc1ccc(C2=NCCN2)cc1)c1ccc(Cl)c(C(=O)Nc2ccc(C3=NCCN3)cc2)c1,x,2,-17,-10,9,0,-18,-0.1,0
Cc1ccc(Sc2ccc(C(=O)NC(C)C)cc2[N+](=O)[O-])cc1,1,-3,-1,4,-19,0,-16,1.8,-2
CCOC(=O)c1cnn(-c2ccccc2)c1-n1cccc1C(=O)C(=O)N(CC)CC,7,2,0,4,8,7,-20,-2.6,-3
COc1ccc(CN2CN(S(=O)(=O)c3ccccc3)c3nc4ccccc4nc32)cc1,x,1,2,-10,2,2,6,-1.2,-4
CCOc1cc2[nH]c(=O)n(CCC(=O)NCc3ccc(OC)cc3)c(=O)c2cc1OCC,4,-1,-2,2,-4,1,6,-0.1,-3
COC(=O)c1ccc(CSc2ncnc3c2nnn3-c2ccc(F)cc2)o1,4,-1,-29,-9,-8,4,12,-0.1,4
CC1CCc2sc(C(=O)OCC(=O)NCc3ccc(F)cc3)cc2C1 (configuration not stated),6,-1,5,-8,-6,5,-7,-0.9,-2
COc1ccc(CCNC(=O)CSc2nc3[nH]ncc3c(=O)n2-c2ccccc2Br)cc1OC,-3,-1,2,0,2,1,3,1.7,-3
O=C(c1ccccc1F)N1CCN(c2ccc([N+](=O)[O-])c(NCc3cccnc3)c2)CC1,x,-3,3,-15,4,-5,-2,0.8,-1
O=C(O)CN(c1ccccn1)S(=O)(=O)c1ccc(Cl)cc1,8,1,12,-4,-8,3,-14,0.7,-3
O=C(c1cccs1)N1CCN(S(=O)(=O)c2cccs2)CC1,-3,2,16,8,-5,1,2,-2.0,-5
COc1ccc(C2C(C(=O)NCCN(C)C)c3cc(OC)c(OC)cc3C(=O)N2C)cc1OC (configuration not stated),3,-1,1,-6,-7,-2,9,0.4,-6
CN1C(=O)CC(N2CCN(Cc3ccc(Cl)cc3)CC2)C1=O (configuration not stated),-1,2,-14,5,-69,0,7,-2.8,-1
NS(=O)(=O)c1ccc(Sc2ccccn2)c([N+](=O)[O-])c1,x,1,5,-3,4,0,3,1.1,4
CS(=O)(=O)N(CC(=O)N1CCN(c2ccccc2F)CC1)C1CCCCC1,6,1,14,-4,5,0,7,0.9,-5
Cc1ccc(CN2CCNC(=O)C2CC(=O)NCCCn2ncc3ccccc32)o1 (configuration not stated),-2,0,0,-8,5,3,-5,-0.2,0
c1ccc2[nH]c(NCc3ccc4c(c3)OCO4)nc2c1,4,0,-8,-6,3,3,1,0.1,0
O=c1c2ccccc2[nH]c(=S)n1CCCN1CCOCC1,2,2,8,15*,-9,1,11,-0.9,-2
CN1CCN(c2ccccc2NC(=O)c2ccc(-c3ccccc3)cc2)CC1,2,-2,-18,-7,1,8,-26,-2.3,0
Cc1ccc(N(CC(=O)NC2CC3CCC2C3)S(C)(=O)=O)cc1C (configuration not stated),-1,-2,-2,-5,-4,2,-1,1.5,-1
CN(CC(=O)Nc1ccccc1Cl)C(=O)c1cc(=O)[nH]c2ccccc12,x,3,-23,-4,8,0,24,-0.8,-6
CC(Sc1nncn1C)C(=O)Nc1ccccc1-c1ccccc1 (configuration not stated),1,-1,4,-4,7,-1,2,0.9,-4
COc1ccc(/C=C/C(=O)NCCSCc2ccco2)cc1,4,4,11,2,-10,2,-7,2.1,-2
O=C(COc1ccccc1[N+](=O)[O-])NCc1cccnc1,1,-2,6,-3,-2,5,3,0.0,-2
O=C(OCc1ccc2c(c1)OCO2)c1ccc(S(=O)(=O)N2CCCCC2)cc1,15,-3,11,-3,5,1,26,-1.8,-5
CSC1=C(C#N)C(c2ccncc2)C(C(=O)Nc2ccccc2)=C(C)N1 (configuration not stated),6,1,-9,-7,10,7,6,-1.8,5
CC(O)(C#CCN1CCOCC1)c1ccccc1 (configuration not stated),0,-1,-3,-7,1,5,14,0.1,2
C/C(=N/NC(=O)c1ccccc1)c1ccc(NC(=O)C(F)(F)F)cc1,-3,0,-7,-2,-11,-2,-12,0.5,3
CN(CCC1CCOCC1)C(=O)CC1C(=O)NCCN1CC1CCCCC1 (configuration not stated),9,x,-8,-12,-6,6,-3,1.8,-5
O=C(Nc1ccc(Cc2ccncc2)cc1)c1ccc(N2CCOCC2)c([N+](=O)[O-])c1,2,-4,-7,-7,-4,0,-7,-0.5,-2

# (further entries)
SMILES,NPY-Y1 antag,Runt-CBFb FRET,NPY-Y2 PAM-ag,RBBP9 inhibitor,S1P4 antagonist,BaF3 parental,NPY-Y1 PAM-ag,S1P4 ag,Ba/F3 V617F tox
CCn1c(NCc2cccc(OC)c2OC)nc2ccccc21,11,0,2,-7,4,1,10,1.3,-3
CC1CCCC(C)N1/N=C/c1cc(Br)c(O)c(Br)c1 (configuration not stated),-2,-2,-7,1,-13,4,-9,0.0,-1
CCN(CC(=O)NCc1cccs1)C(=O)c1ccccc1Cl,3,1,0,-3,-2,1,1,0.0,0
COc1ccccc1NC(=O)NC1(C(=O)N2CCC(O)CC2)CCCCC1,-3,2,9,-16,-6,3,22,0.6,-3
CC(C)n1c(O)c(N=NC(=O)c2ccccc2NS(=O)(=O)c2cccs2)c2ccccc21,-1,-1,11,-7,-17,1,16,0.2,-3
O=C(Nc1ccccc1Cl)c1cccc(COc2cc(Cl)ccc2Cl)c1,-3,3,6,1,-19,1,-12,-0.5,-4
